# From PubChem
# OX1R antag-1 – blocks the human orexin 1 receptor; 330,000 compounds, 0.43% hits; AID 434989; CHO/OX1R cells, Fluo-8 calcium fluorescence, orexin A; inhibition, % at 5 µM;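 active = inhibition above its plate's threshold, mean inhibition of all tested compounds on the plate plus 3 SD, cut at about 37% in these data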;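 note: 0% = orexin A challenge wells and 100% = SB-334867-A antagonist wells; not every result past the cut was called active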
# Target sequence (O43613 whole entry, looked up): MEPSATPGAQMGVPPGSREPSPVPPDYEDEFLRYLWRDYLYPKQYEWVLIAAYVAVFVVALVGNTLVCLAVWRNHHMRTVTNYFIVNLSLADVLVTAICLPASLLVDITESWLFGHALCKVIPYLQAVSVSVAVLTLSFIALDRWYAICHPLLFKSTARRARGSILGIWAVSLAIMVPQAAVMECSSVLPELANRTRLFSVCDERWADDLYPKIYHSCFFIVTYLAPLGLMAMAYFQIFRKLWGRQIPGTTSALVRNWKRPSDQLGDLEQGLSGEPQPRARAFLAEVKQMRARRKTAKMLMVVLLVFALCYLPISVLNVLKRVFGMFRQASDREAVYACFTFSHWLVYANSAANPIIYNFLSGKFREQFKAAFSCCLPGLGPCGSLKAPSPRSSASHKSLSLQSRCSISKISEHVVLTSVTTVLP
# OX1R antag-2 – OX1R (human) antagonism; OX1R-expressing cells, FRET antagonist read-out; inhibition, % at 6.6 µM; 330,000 compounds, 1.8% hits; AID 485270; in the data active = inhibition mostly above about 38%, no sharp cut-off; inactive = mostly below about 40%;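 note: 0% = agonist challenge alone and 100% = reference antagonist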
# CHT allo act – allosterically activates the human high affinity choline transporter | CHT-expressing cells, membrane potential dye, choline EC20; hits give high values; LV-AA mutant CHT in HEK293 cells | 310,000 compounds, 0.49% hits | Q9GZV3 | B-score at 10 µM | AID 488977;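 active = initial fluorescence not abnormally high and integrated response B-score, plate-corrected, over 3 SD above library mean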
# Target sequence (Q9GZV3 whole entry, looked up): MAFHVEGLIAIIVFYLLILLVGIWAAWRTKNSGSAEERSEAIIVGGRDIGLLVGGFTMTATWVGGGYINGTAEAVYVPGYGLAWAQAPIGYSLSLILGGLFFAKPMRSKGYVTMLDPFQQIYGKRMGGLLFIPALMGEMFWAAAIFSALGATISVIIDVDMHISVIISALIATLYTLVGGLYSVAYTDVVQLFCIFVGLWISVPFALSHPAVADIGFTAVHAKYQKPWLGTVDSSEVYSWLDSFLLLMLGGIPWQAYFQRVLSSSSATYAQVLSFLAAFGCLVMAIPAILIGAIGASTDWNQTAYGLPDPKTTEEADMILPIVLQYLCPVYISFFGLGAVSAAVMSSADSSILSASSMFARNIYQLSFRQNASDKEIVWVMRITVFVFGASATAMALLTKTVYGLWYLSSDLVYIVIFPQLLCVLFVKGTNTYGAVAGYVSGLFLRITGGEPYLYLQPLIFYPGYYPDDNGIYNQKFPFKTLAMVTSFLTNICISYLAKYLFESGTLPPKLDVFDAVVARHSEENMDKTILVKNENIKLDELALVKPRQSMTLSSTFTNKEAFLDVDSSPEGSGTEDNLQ
# The depositor's hits bear a star; i = inactive; · = not tested or not shown.
# Below each compound: OX1R antag-1	OX1R antag-2	CHT allo act
- CCOc1ccc(NS(=O)(=O)c2ccc(C(=O)NCC(c3ccc(OC)cc3)N3CCCC3)cc2)cc1 (centres undefined)
→ 8	6	i
- Cc1[nH]c(=O)[nH]c(=O)c1/C=N/NC(=O)CCNC(=O)OC(C)(C)C
→ 2	15	i
- O=C(COc1ccccc1/C=C\c1[nH]c(=O)[nH]c(=O)c1[N+](=O)[O-])Nc1ccccc1
→ -11	4	i
- O=C(NNC(=O)c1ccc(Cl)s1)c1csc(N2CCOCC2)n1
→ -10	12	i
- O=C(COC(=O)c1ccc(NS(=O)(=O)c2ccc3c(c2)OCCO3)cc1)NCC1CCCO1 (centres undefined)
→ 2	7	i
- CC1CCCC(C)N1/N=C/c1ccc(C(=O)O)cc1 (centres undefined)
→ -10	8	i
- Nc1ccc(C(=O)N2CCN(S(=O)(=O)/C=C/c3ccccc3)CC2)cc1[N+](=O)[O-]
→ -21	17	i
- COc1ccc(Nc2nc(-c3ccccc3)nc3ccccc23)cc1
→ -20	19	i
- COc1cc(OC)cc(-n2nnnc2SCC(=O)NCc2ccc3c(c2)OCO3)c1
→ -11	18	i
- COc1ccccc1C(CNC(=O)c1ccco1)N1CCCC1 (centres undefined)
→ -42	-1	·
- CNCc1c(C)nn(-c2ccccc2)c1C
→ -8	10	i
- COc1ccc(N2CCN(C(=O)c3ccccc3NC(=O)C3=C(C)OCCS3)CC2)cc1
→ -11	13	i
- Cn1c(-c2ccccc2)cnc1SCC(N)=O
→ -22	17	i
- Cc1cn(C(=O)c2ccccc2)c(=S)n1-c1ccc(Br)cc1
→ -40	6	i
- Cc1ccc(NS(=O)(=O)c2c(C)[nH]c(C)c2C(=O)N2CCCCC2)cc1Cl
→ -24	32	i
- COc1ccc(C(=O)Nc2ccc(N3CCCCC3)cc2)cc1Br
→ -17	8	i
- COc1ccc(NS(=O)(=O)c2ccc(-n3nnc4ccccc43)c([N+](=O)[O-])c2)cc1
→ -3	12	i
- O=C(Nc1ccccc1)c1cc2ccccc2c(=O)s1
→ -9	29	i
- O=C(CCCC(=O)N(CC(=O)NC1CCCCC1)Cc1ccc2c(c1)OCO2)Nc1ccccn1
→ -38	30	i
- C=CCSc1nnc(CNC(=O)c2ccccc2C)n1C(C)C
→ -7	0	i

# Part of the list above, limited to OX1R antag-1 and CHT allo act.
Structure	OX1R antag-1	CHT allo act
O=C(NNC(=O)c1ccc(Cl)s1)c1csc(N2CCOCC2)n1	-10	i
O=C(COC(=O)c1ccc(NS(=O)(=O)c2ccc3c(c2)OCCO3)cc1)NCC1CCCO1 (centres undefined)	2	i
CC1CCCC(C)N1/N=C/c1ccc(C(=O)O)cc1 (centres undefined)	-10	i
Nc1ccc(C(=O)N2CCN(S(=O)(=O)/C=C/c3ccccc3)CC2)cc1[N+](=O)[O-]	-21	i
COc1ccc(Nc2nc(-c3ccccc3)nc3ccccc23)cc1	-20	i
COc1cc(OC)cc(-n2nnnc2SCC(=O)NCc2ccc3c(c2)OCO3)c1	-11	i

# Further entries
# Below each compound: OX1R antag-1	OX1R antag-2	CHT allo act
- CCN1C(=O)/C(=C/c2cnn(CC)c2C)SC1=S
→ -23	15	i
- COc1ccc2[nH]c(C)c(C(=O)CN(C)C)c2c1
→ 7	15	i
- CN(C)c1ccc(C2N(c3ccc(Cl)cc3)C(=O)C3CCCN32)cc1 (centres undefined)
→ -12	14	i
- Cc1cc(C)c2c(-n3cccc3)c(C(=O)NNS(=O)(=O)c3ccc(F)cc3)sc2n1
→ -36	23	i
- O=C(N/N=C/c1ccc(N2CCOCC2)s1)c1ccc(NS(=O)(=O)c2cccs2)cc1
→ 3	24	i
- CCOC(=O)C1CCCN(C(=O)C2CCN(S(=O)(=O)CC)CC2)C1 (centres undefined)
→ 0	2	i
- O=C(N/N=C/c1ccccc1Cl)c1[nH]c2ccc(Br)cc2c1-c1ccccc1
→ -67	2	i
- COc1ccc2c3c(cccc13)C(=O)N(O)C2=O
→ -9	41	i
- O=C(c1ccc(-c2ccccc2)cc1)N1CCN(c2ccccc2F)CC1
→ -24	7	i
- CCOC(=O)C1CCCN(C(=O)c2cc3nc(-c4cccc(OC)c4)cc(C(F)(F)F)n3n2)C1 (centres undefined)
→ -18	21	i
- Cc1ncc(CO)c(/C=N/NC(=O)c2cccc(S(=O)(=O)N3CCCC3)c2)c1O
→ 7	25	i
- CCCCCC(C)NC(=S)NC(=O)c1cc(S(=O)(=O)N2CCOCC2)ccc1C (centres undefined)
→ -22	21	i
- O=C(/C=C/c1ccc(S(=O)(=O)N2CCOCC2)cc1)Nc1ccc(F)c(F)c1F
→ 13	2	·
- CCC(=O)NNc1nc2c(C)cc(C)cc2s1
→ -14	3	i
- COc1cccc(C(=O)Nc2ccccc2C(=O)NC2CC2)c1
→ -30	11	i
- COc1ccc(CCNC(=O)c2ccc3nc[nH]c3c2)cc1
→ 2	8	i
- CC1CCN(C2=C(NS(=O)(=O)c3ccc(Br)cc3)C(=O)c3ccccc3C2=O)CC1
→ -36	56*	i
- COc1cc(C(F)(F)F)nc2ccc(C#CCOC(=O)Nc3ccccc3)cc12
→ -18	14	i
- O=C(COc1ccc(F)cc1)N1c2ccccc2CCc2ccccc21
→ -14	12	i
- CCOC(=O)c1ccc(NC(=O)NC2CC3CCC(C2)N3C(=S)NC)cc1 (centres undefined)
→ -4	2	i

# The closing 2 compounds of the part before come first, to join the parts:
# Below each compound: OX1R antag-1	OX1R antag-2	CHT allo act
- O=C(COc1ccc(F)cc1)N1c2ccccc2CCc2ccccc21
→ -14	12	i
- CCOC(=O)c1ccc(NC(=O)NC2CC3CCC(C2)N3C(=S)NC)cc1 (centres undefined)
→ -4	2	i
- O=C(Nc1ccccc1N1CCCC1)c1ccc2ccccc2c1
→ -43	7	i
- CN(C)S(=O)(=O)c1ccc(C(=O)NCC(c2cccs2)N2CCOCC2)cc1 (centres undefined)
→ -10	17	i
- Cc1ccc(NC(=O)N(Cc2cc3cc(C)cc(C)c3[nH]c2=O)CC2COCCO2)cc1 (centres undefined)
→ -7	23	i
- COc1ccccc1N(Cc1ccccc1)S(=O)(=O)c1cc(C(=O)O)ccc1Cl
→ -7	11	i
- CC12CCC(C(=O)N(c3cccc(Cl)c3)C1=O)C2(C)C (centres undefined)
→ -11	2	i
- O=C(OCc1ccc(F)cc1)c1ccc2c(c1)-c1ccccc1C2=O
→ -34	16	i
- COc1cccc(NC(=O)CN2C(=O)NC(C)(C3CC3)C2=O)c1 (centres undefined)
→ -19	3	·
- CC(C)(C)OC(=O)Cn1c(=O)cnc2ccccc21
→ 2	16	i
- CCCn1c(N)c(C(=O)NS(=O)(=O)c2ccc(C)cc2)c(=O)n(C)c1=O
→ 1	17	i
- CCOc1ccc(NC(=O)Nc2cc(-c3ccccc3)sc2C(=O)OC)cc1
→ -32	24	i
- CCc1ccc(N2C(=O)c3sc4nnc(C)c(=O)n4c3C2=O)cc1
→ -6	6	i
- Cc1onc(-c2ccccc2Cl)c1C(=O)NCc1nnnn1-c1ccc(F)cc1
→ -16	17	i
- CCN(CC(=O)Nc1c(F)cccc1F)C(=O)C1(c2ccccc2)CC1
→ -15	13	i
- CC[N+]1(CC(O)COC2CC(C)CC(C)(C)C2)CCOCC1 (centres undefined)
→ -10	3	i
- Cc1ccsc1/C=N/n1cnnc1
→ -6	7	i
- CCN(c1ccccc1)S(=O)(=O)c1ccc(Cl)c(NC(=O)CSc2nncn2C)c1
→ -25	20	i
- Nc1ccccc1Nc1ccncc1[N+](=O)[O-]
→ -7	24	i
- O=C(Nc1cc(=O)[nH]c2nc(-c3ccccc3)nn12)c1ccc(Cl)cc1
→ -18	5	i
- CCn1c(COc2ccc3c(c2)CCCC3)nnc1SCC(=O)Nc1ccc(C(=O)OC)cc1
→ -21	13	i
- CCc1ccc(NC(=O)CSc2nc3ccccc3c(=O)n2CCN2CCOCC2)cc1
→ -29	3	i

# No new results follow: an excerpt of the list.
# Below each compound: OX1R antag-1	OX1R antag-2	CHT allo act
- CCn1c(COc2ccc3c(c2)CCCC3)nnc1SCC(=O)Nc1ccc(C(=O)OC)cc1
→ -21	13	i
- CCc1ccc(NC(=O)CSc2nc3ccccc3c(=O)n2CCN2CCOCC2)cc1
→ -29	3	i

# Continuation.
# Below each compound: OX1R antag-1	OX1R antag-2	CHT allo act
- CC(=O)Oc1ccc(C)cc1-n1nc2ccccc2n1
→ -7	41	i
- CCOc1cc(/C=N/n2cnnc2)ccc1OCC(=O)Nc1ccccc1OC
→ -14	32	i
- CC1CCC(NC(=O)C2CCC(CNc3c(N4CCCCC4)c(=O)c3=O)CC2)CC1 (centres undefined)
→ -4	5	i
- COc1ccc(CCC(=O)N2CCCSC2=Nc2ccc(C(C)=O)cc2)cc1
→ -29	10	i
- CCCCN1CC(=O)N2[C@H]3c4cc(C)ccc4OC[C@@H]3[C@H](c3ccccc3)[C@]2(C)C1=O
→ -12	5	·
- CCC(c1nnnn1Cc1ccc(OC)cc1)N1CCN(C(=O)c2ccco2)CC1 (centres undefined)
→ -16	5	i
- CC1Nc2ncnc(N3CCc4ccccc4C3)c2N(Cc2ccc(Cl)cc2)C1=O (centres undefined)
→ -32	26	i
- C(=N/Nc1nccs1)/c1cccnc1
→ -12	19	i
- COc1cccc(OC)c1NC(=O)Cn1nc(C)c2ccccc2c1=O
→ -5	-2	i
- CN1CCN(c2ccc(NC(=O)COc3ccccc3[N+](=O)[O-])cc2)CC1
→ -21	58	i
- COc1ccc(C2=NOC(C(=O)NCCN3CCOCC3)C2)cc1 (centres undefined)
→ -9	3	i
- O=c1c2c3nc4ccccc4nc3n(/N=C/c3ccco3)c2ncn1CCC1=CCCCC1
→ -18	11	i
- CCc1cc(=O)oc2c3c(cc(OCC(=O)N[C@H](C(=O)O)[C@H](C)CC)c12)OC(C)(C)CC3
→ -4	2	i
- C[C@]12c3[nH]c4ccc(Cl)cc4c3CCN1C(=O)[C@@H](CC(=O)NCCC1=CCCCC1)C[C@@H]2C(=O)N1CCOCC1
→ -18	6	·
- CCN(Cc1ccncc1)C(=O)C1CCN(S(=O)(=O)c2cccs2)CC1
→ -5	10	i
- C[C@H](NC(=O)c1nc[nH]c1C(=O)N1CCN(c2ccccc2)CC1)C(=O)OCc1ccccc1
→ 6	1	i
- CCc1nc(N2CCN(C(C)=O)CC2)c(C#N)c2c1COC(C)(C)C2
→ -2	8	i
- C[C@@H]1CC[C@]2(O[C@@H](CCO)C[C@@H](O)[C@@H]2O)O1
→ 1	18	i
- COc1ccc(N2CC(C)Cn3c2nc2c3c(=O)n(Cc3ccc(C)cc3)c(=O)n2C)c(OC)c1 (centres undefined)
→ -16	35	i
- Cc1cccc(C)c1NC(=O)CSCC(=O)O
→ -2	11	i

# Compound profiles, from the list above. Values in the order: OX1R antag-1, OX1R antag-2, CHT allo act
# O=c1c2c3nc4ccccc4nc3n(/N=C/c3ccco3)c2ncn1CCC1=CCCCC1 reads -18, 11, i
# COc1ccc(C2=NOC(C(=O)NCCN3CCOCC3)C2)cc1 (centres undefined) reads -9, 3, i
# C[C@]12c3[nH]c4ccc(Cl)cc4c3CCN1C(=O)[C@@H](CC(=O)NCCC1=CCCCC1)C[C@@H]2C(=O)N1CCOCC1 reads -18, 6, ·
# CCc1nc(N2CCN(C(C)=O)CC2)c(C#N)c2c1COC(C)(C)C2 reads -2, 8, i
# CCN(Cc1ccncc1)C(=O)C1CCN(S(=O)(=O)c2cccs2)CC1 reads -5, 10, i

# Next part.
# Below each compound: OX1R antag-1	OX1R antag-2	CHT allo act
- CCCCOC(=O)C1CCCC(C)N1 (centres undefined)
→ 15	25	i
- O=C(Nc1cc(C(F)(F)F)ccc1N1CCOCC1)c1cccnc1
→ -16	11	i
- O=C(NNC(=O)c1ccc(F)cc1F)c1ccc2c(c1)OCO2
→ -13	16	i
- COc1ccccc1C(=O)COC(=O)CCN=C1NS(=O)(=O)c2ccccc21
→ -17	13	i
- COc1cc(/C=C/C(=O)OCC(=O)NC(=O)NCc2ccccc2)ccc1OCC#N
→ -5	1	i
- Cc1cc(OC(=O)c2cc(C(F)(F)F)cc(C(F)(F)F)c2)c([N+](=O)[O-])c(=O)[nH]1
→ -2	16	i
- COCC(C)Nc1nc(C)c(C(C)=O)s1 (centres undefined)
→ -5	13	i
- COc1ccccc1Nc1nc2c(C)cccc2cc1C#N
→ -13	0	i
- CC(C)[C@H]1C=C(C(=O)O)O[C@@H](OCCCCO)C1
→ -10	18	i
